High-throughput results: PubChem BioAssay, Broad Institute
RAD52 anneal inh – RAD52 (human) annealing inhibition; P43351; recombinant RAD52 DNA annealing, FRET fluorescence; inhibition, % at 18.7 µM; 360,000 tested, 0.46% active; AID 651710;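 active = every replicate showing at least 50% inhibition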
RAD54 inh – blocks human RAD54 Holliday junction branch migration. 360,000 tested, 0.14% active. FAM/BHQ fluorescence. AID 602329. Q92698. inhibition, % at 10.4 µM;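 active = mean normalized replicate activity at least 40 and at least half of replicates scoring 40 or more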;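 note: 0% = median of neutral control wells and 100% = median of positive control wells; inhibitors cause a drop in the FAM fluorescence signal; in these data hits start at about 50%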
Target sequence (Q92698 whole entry, looked up): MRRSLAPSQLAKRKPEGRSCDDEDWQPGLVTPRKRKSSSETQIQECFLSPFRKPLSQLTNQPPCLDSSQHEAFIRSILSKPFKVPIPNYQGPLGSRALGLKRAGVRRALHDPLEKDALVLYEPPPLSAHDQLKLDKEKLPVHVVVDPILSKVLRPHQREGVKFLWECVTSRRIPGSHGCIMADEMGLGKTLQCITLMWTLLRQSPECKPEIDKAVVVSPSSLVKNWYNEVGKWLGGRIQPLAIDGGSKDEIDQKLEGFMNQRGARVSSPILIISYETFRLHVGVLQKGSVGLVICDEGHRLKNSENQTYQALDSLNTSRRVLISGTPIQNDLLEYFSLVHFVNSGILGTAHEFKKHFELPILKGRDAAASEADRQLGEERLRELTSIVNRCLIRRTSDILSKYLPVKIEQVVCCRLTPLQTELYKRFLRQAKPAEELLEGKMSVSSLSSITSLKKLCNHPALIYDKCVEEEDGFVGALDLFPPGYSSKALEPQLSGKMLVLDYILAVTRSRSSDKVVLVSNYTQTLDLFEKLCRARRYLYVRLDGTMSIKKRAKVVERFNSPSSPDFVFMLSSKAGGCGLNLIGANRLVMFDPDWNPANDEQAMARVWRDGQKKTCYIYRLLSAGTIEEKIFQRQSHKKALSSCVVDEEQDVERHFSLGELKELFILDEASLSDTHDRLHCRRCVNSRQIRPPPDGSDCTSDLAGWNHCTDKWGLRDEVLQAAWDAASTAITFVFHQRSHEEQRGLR
S100A4 MyoIIA – blocks human S100A4 binding to myosin IIA peptide; 360,000 tested, 0.14% active; inhibition, % at 10.7 µM; P26447; AID 652163; S100A4/TAMRA-MyoIIA peptide fluorescence polarization;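 active = mean inhibition of at least 70% across replicates, with every replicate also reaching that level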
Target sequence (P26447 whole entry, looked up): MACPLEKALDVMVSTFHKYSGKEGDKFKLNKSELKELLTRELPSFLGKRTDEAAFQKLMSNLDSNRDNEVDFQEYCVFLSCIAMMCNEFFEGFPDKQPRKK
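Assay system: human S100A4 monomer with TAMRA-labelled myosin IIA peptide / Buffer or medium: Calcium-containing HEPES buffer, pH 7.2 / Reagent: TAMRA-labelled myosin IIA heavy-chain peptide probe, 5 nM / Compound: one dose per compound / Timing: polarization read 5 min after assay mix addition, stable 5–60 min / Benchmarks: neutral control DMSO, positive control TFP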
E-sel inducer – induces E-selectin expression in human endothelial cells | 260,000 tested, 0.37% active | AID 686992 | activation, % at 7.58 µM | HUVEC E-selectin immunofluorescence imaging; normalized: neutral wells 0, TNF-alpha wells 100 | P16581;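 active = mean E-selectin-positive cell signal at least 10% of the positive control, reached in at least 60% of replicates, without over 20% cell loss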;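 note: in these data hits start at about 27%; measured in HUVEC primary endothelial cells; signal is the percent of cells scored E-selectin positive by PE staining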
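Test system: HUVEC; input: 3,000 HUVEC/well; measured by: immunofluorescence imaging; read-out: % PE-positive cells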
FN deposit inh – fibronectin deposition inhibition | AH1F fibroblasts, Alexa488-fibronectin deposition fluorescence, overnight | inhibition, % at 12.6 µM | 350,000 tested, 0.086% active | AID 743247;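 active = mean inhibition across replicates of 30% or more, regardless of how many single replicates reach that level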;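 note: positive control wells lacked labelled fibronectin entirely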
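Schedule: 1 h cell adhesion before compound, then overnight fibronectin incubation; test system: AH1F fibroblast monolayer depositing Alexa488-labelled fibronectin into matrix; quantity: 10000 AH1F cells per well; probe or stimulus: fluorescent fibronectin at 24 nM final; signal: fluorescence, ex 485 nm, em 525 nm; evaluation: percent inhibition as loss of matrix-bound fibronectin fluorescence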
EWS-Fli inh – inhibitors of EWS/Fli oncoprotein transcriptional activity; A673 NR0B1-luciferase reporter, viability-normalised; inhibition, % at 12.6 µM; 350,000 tested, 0.67% active;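 active = mean inhibition of at least 50% after viability correction, with every replicate also passing that limit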;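 note: firefly luciferase signal divided by Alamar Blue viability fluorescence both relative to DMSO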
Xi reactivation – X-chromosome reactivation activator | activation, % at 7.58 µM | XiGFP mouse fibroblasts, % GFP-positive cells imaging, 3 d; cells co-treated with 5-aza-dC sensitizer; scaled so ellipticine positive control = 100% | 360,000 tested, 0.055% active;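 active = mean normalized replicate activation at least 10% and every replicate at or above 10%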;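 note: 0% = median of on-plate neutral control wells and 100% = ellipticine 6 µM median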
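Material: SV40-immortalized XiGFP fibroblast cells, line 68-5-11 | Buffer or medium: DMEM containing 5-aza-dC | Dosing: One concentration, pinned | Times: 3 d treatment, 15 min room-temperature fixation | Controls: Ellipticine 6 µM positive control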
esBAF inh – SWI/SNF esBAF complex inhibition; 350,000 tested, 2% active; reporter increase, % at 12.5 µM; AID 602393; mouse ES cells, Bmi1-luciferase knock-in reporter, 24 h; 100% = twice the neutral-well signal; in the data active = activation above about 40%;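 note: 0% = median of the plate's neutral control wells and 100% = double that signal; a rise in the Bmi1 reporter signal indicates esBAF inhibition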
Numbers without * were called inactive; · = no result given; & = joins results of further samples.

SMILES | RAD52 anneal inh | RAD54 inh | S100A4 MyoIIA | E-sel inducer | FN deposit inh | EWS-Fli inh | Xi reactivation | esBAF inh
COc1ccc(S(=O)(=O)N(C)C[C@@H]2OCCCC[C@H](C)Oc3ccc(NC(=O)Nc4cccc5ccccc45)cc3C(=O)N([C@H](C)CO)C[C@H]2C)cc1 | -38.4 | 0.3 | -41.1 | 33.7* | · | -3.7 | 0.0 | 0.7
CCC(=O)N(C)C[C@H]1Oc2cc(-c3ccc(OC)cc3)ccc2S(=O)(=O)N([C@H](C)CO)C[C@H]1C | 1.6 | -2.0 | 2.3 | 0.6 | -6.0 | -4.4 | -1.0 | 4.7
O=C(/C=C/c1ccc(O)cc1)c1ccc(NC2=C(N3CCCCC3)C(=O)c3ccccc3C2=O)cc1 | -13.3 | -4.4 | -2.9 | · | · | -16.7 | · | 11.0
CCN(c1cccc(C)c1)S(=O)(=O)c1ccc(-c2ccc(=O)[nH]n2)o1 | -13.7 | -1.2 | 0.5 | · | -20.3 | · | 0.0 | -2.0
Cc1ccc(C)c(NS(=O)(=O)c2c(C)nc3sccn3c2=O)c1 | 16.4 | 0.3 | -1.0 | -1.5 | -5.6 | -24.1 | 3.4 | -1.8
CC(/C=C/C=C/c1ccccc1)=N/NC(=O)CNc1ccc(C)cc1 | -12.9 | 8.4 | 0.3 | · | · | 6.8 | · | 6.7
COc1cc(OC)cc(C(=O)NNC(=O)CCCOc2ccccc2)c1 | -15.1 | -2.4 | 3.4 | · | -1.5 | -4.9 | 0.0 | -2.8
CC1CN(C(=O)c2ccccc2Oc2ccccc2)CC(C)O1 (stereo not given) | -5.5 | · | 1.7 | 0.0 | -1.5 | 1.8 | 0.1 | ·
CC(=O)NS(=O)(=O)c1ccc(N=NN2CCOCC2)cc1 | 9.6 | 4.7 | 1.2 | -0.5 | 8.3 | 4.1 | 0.0 | ·
Nc1ccc2ccccc2c1C(=O)c1ccccc1 | -15.4 | 3.1 | -1.6 | 0.1 | · | -4.2 | 0.3 | 4.7
c1cc2c3c(cccc3c1)NC1(CCC3(CC1)Nc1cccc4cccc(c14)N3)N2 | -9.4 | 6.3 | -1.1 | 0.2 | 2.5 | 9.5 | 0.0 | 4.6
O=C1c2ccccc2C(=O)C12OC2c1cccc2ccccc12 (stereo not given) | 17.6 | · | 5.2 | · | -0.8 | 13.2 | 0.3 | -1.2
CC(C)C#Cc1ccc2c(c1)O[C@H](CN(C)C(=O)Nc1ccccc1)[C@H](C)CN([C@H](C)CO)S2(=O)=O | 9.2 | 1.0 | 2.3 | · | · | 6.6 | -0.1 | 14.7
COc1ccc2ccccc2c1/C=N/NC(=O)c1nnn(-c2nonc2N)c1C(C)C | 2.2 | 5.8 | 0.0 | 0.6 | -0.4 | · | 0.0 | -1.5
COc1cccc(CNC(=O)[C@@H]2CCCN2C(=O)[C@@H]2CCCN2C(=O)c2ccccc2)c1 | -2.3 | · | 0.5 | 0.8 | 8.9 | 11.7 | 0.0 | ·
O=C(C[C@H]1CC[C@H](NC(=O)Nc2ccc3c(c2)OCO3)[C@H](CO)O1)NCc1ccc(Cl)cc1 | 0.9 | 5.3 | 7.0 | -0.7 | -9.8 | -1.5 | 0.4 | 1.9
O=C(OCc1cc(=O)n2ccsc2n1)c1ccccc1NCCO | -11.7 | -5.6 | -1.1 | 0.2 | 12.6 | -6.6 | 0.0 | 21.1
Cc1ccccc1NC(=O)CSc1[nH]c(=O)cc(C)c1C#N | -22.9 | 1.5 | -8.9 | 3.8 | 0.6 | -0.5 | 0.4 | 0.8
COc1cc(-c2cn[nH]c2N)cc(OC)c1OC | -14.9 | 0.3 | -0.4 | · | · | 8.4 | · | -2.4
C=CCn1c(SCC(=O)NC2(C#N)CCCCC2)nnc1-c1ccncc1 | 4.9 | 11.9 | -0.1 | 0.0 | 9.4 | -4.4 | -0.1 | 1.3
CN(C)CCC=C1c2ccccc2CCc2ccccc21 | 12.1 | 2.5&-5.7 | -8.4&1.8 | 0.3 | -5.5 | 12.4 | 0.1 | -1.0&0.8
CC(C)(C)C(=O)NCCn1ccc2ccccc21 | -159.0 | -60.8 | 10.0 | -2.1 | 6.1 | 2.4 | -0.1 | -3.5
COC(=O)C[C@@H]1CC[C@@H]2[C@@H](COc3ccc(NC(=O)Nc4c(C)noc4C)cc3C(=O)N2C)O1 | -14.6 | 3.6 | -0.1 | 0.0 | -2.4 | 1.8 | 0.0 | -2.7
C[C@@H]1CN([C@@H](C)CO)C(=O)c2cc(NC(=O)Cc3ccccc3)ccc2O[C@@H](C)CCCCO[C@H]1CN(C)S(=O)(=O)c1cccs1 | · | -1.8 | · | -0.4 | · | 9.0 | 0.1 | 3.6
CCC1CCCCN1C(=S)Nc1ccc(S(=O)(=O)Nc2ncccn2)cc1 (stereo not given) | -10.2 | -6.4 | -3.3 | · | 5.2 | 1.6 | 0.3 | 4.7

Limited to EWS-Fli inh and Xi reactivation (five entries from above):
| smiles | EWS-Fli inh | Xi reactivation |
| --- | --- | --- |
| Cc1ccccc1NC(=O)CSc1[nH]c(=O)cc(C)c1C#N | -0.5 | 0.4 |
| O=C(OCc1cc(=O)n2ccsc2n1)c1ccccc1NCCO | -6.6 | 0.0 |
| C=CCn1c(SCC(=O)NC2(C#N)CCCCC2)nnc1-c1ccncc1 | -4.4 | -0.1 |
| COc1cc(OC)cc(C(=O)NNC(=O)CCCOc2ccccc2)c1 | -4.9 | 0.0 |
| CN(C)CCC=C1c2ccccc2CCc2ccccc21 | 12.4 | 0.1 |

Two entries from above, with tabs:
structure	RAD52 anneal inh	RAD54 inh	S100A4 MyoIIA	E-sel inducer	FN deposit inh	EWS-Fli inh	Xi reactivation	esBAF inh
CCN(c1cccc(C)c1)S(=O)(=O)c1ccc(-c2ccc(=O)[nH]n2)o1	-13.7	-1.2	0.5	·	-20.3	·	0.0	-2.0
Cc1ccc(C)c(NS(=O)(=O)c2c(C)nc3sccn3c2=O)c1	16.4	0.3	-1.0	-1.5	-5.6	-24.1	3.4	-1.8

The list continues:
SMILES | RAD52 anneal inh | RAD54 inh | S100A4 MyoIIA | E-sel inducer | FN deposit inh | EWS-Fli inh | Xi reactivation | esBAF inh
CC1CCCN(c2ccc(C(=O)NCc3ccco3)cc2[N+](=O)[O-])C1 (stereo not given) | 1.2 | · | -3.7 | · | -8.0 | -3.7 | 0.0 | ·
Cc1cccc(C(=O)NCC(=O)OCC(=O)NCCNC(=O)COC(=O)CNC(=O)c2cccc(C)c2)c1 | -4.3 | · | -0.7 | 0.0 | 3.6 | -0.6 | 0.1 | ·
Cc1c(NC(=O)CN(C)CC(=O)Nc2ccc(F)c(F)c2F)c(=O)n(-c2ccccc2)n1C | -9.4 | · | 9.5 | 0.1 | -0.4 | -2.1 | 0.2 | ·
CC1CCCCN1C(=O)c1cc2ccccc2cc1O (stereo not given) | 0.8 | 4.2 | -8.2 | · | 1.6 | · | 0.3 | -7.8
C[C@H]1CN([C@@H](C)CO)C(=O)Cc2cc(NS(=O)(=O)c3ccccc3)ccc2O[C@H]1CN(C)CC1CC1 | -0.1 | 10.8 | 24.7 | · | · | -3.4 | 0.5 | -0.3
Cc1ccc2c(c1)CO[C@@]21O[C@H](CCO)C[C@H](O)[C@H]1O | -7.2 | -10.9 | 0.1 | -0.7 | · | -15.4 | 0.2 | -9.0
CCOC(=O)C1CCCN(C(=O)COc2ccc(S(=O)(=O)N3CCOCC3)cc2)C1 (stereo not given) | -9.8 | -6.2 | -1.0 | · | 2.1 | -4.9 | 0.0 | -1.2
CCCNC(=O)Nc1ccc2c(c1)C(=O)N(C)C[C@@H](OC)[C@@H](C)CN(C(=O)CC)[C@@H](C)CO2 | · | 14.4 | · | 0.0 | -7.6 | 6.0 | 0.1 | -0.9
CC(=O)N1c2ccc(S(=O)(=O)NCCC(=O)Nc3ccc(Cl)cc3)cc2CC1C (stereo not given) | -21.8 | -4.2 | 7.7 | -0.1 | 7.5 | 12.4 | 0.1 | 1.7
CCOC(=O)c1ccc(NC(=O)C2CCN(S(=O)(=O)c3ccccc3)CC2)cc1 | -7.6 | 3.7 | 2.0 | 0.0 | 2.7 | 0.4 | -0.1 | -0.4
COc1cc(C2C(C(=O)c3ccco3)=C(O)C(=O)N2Cc2ccccc2)ccc1O (stereo not given) | -5.8 | 0.6 | -2.1 | · | -3.5 | 5.3 | 0.1 | 1.8
O=C1CC2CS(=O)(=O)CC2N1C1CCCCC1 (stereo not given) | -15.5 | -4.4 | -3.9 | 0.1 | -6.7 | -11.0 | 0.3 | 1.6
COCCn1c(C)cc(C(=O)CSc2cc(C)c3ccc(OC)cc3n2)c1C | · | -6.1 | · | 0.5 | 3.3 | · | 0.0 | ·
CCOc1ccccc1OCC(=O)Nc1ccc2[nH]c(=O)[nH]c2c1 | -13.3 | -12.0 | -2.6 | 2.7 | 1.8 | 7.8 | 0.1 | -3.5
CCCc1cc2c(=O)c(-c3cscn3)c(C(=O)OCC)oc2cc1O | -11.1 | 7.6 | 2.1 | 0.3 | 6.7 | -7.8 | 0.0 | 10.2
Cn1cccc1C(=O)N/N=C/c1c(Cl)cccc1Cl | -15.4 | 2.3 | -2.9 | -0.1 | -1.6 | -80.2 | 0.1 | 24.1
CC(=O)NC1=NN(C(C)=O)C(C)(c2ccc3ccccc3c2)S1 (stereo not given) | 0.3 | · | -3.3 | 1.2 | -1.6 | 1.1 | 0.1 | ·
Cc1cc(=O)n2[nH]c(SCc3ccccc3Cl)nc2n1 | 9.0 | 10.8 | 2.6 | 0.1 | 2.7 | 5.3 | -0.1 | -5.9
Clc1ccccc1CN1CCSCC1 | -4.9 | -7.2 | -0.1 | 0.0 | 2.7 | 1.5 | 0.1 | -7.1
Cc1nn(-c2ccccc2)c2nc(N)c(C(N)=O)cc12 | -12.9 | 5.2 | -3.4 | 0.0 | 6.3 | -25.1 | 0.0 | 9.0
O=C(C[C@@H]1CC[C@@H]2[C@H](COC[C@@H](O)CN2Cc2ccc(Cl)cc2)O1)NCc1cccc(F)c1 | · | -1.0 | · | 0.0 | -18.5 | · | 0.1 | -3.9
COc1cc(NC(=O)c2[nH]c(C)c(C(C)=O)c2C)cc(OC)c1OC | 4.2 | 13.5 | -2.0 | · | -5.1 | 16.0 | 0.1 | 6.7
O=C(O)CSc1nnnn1C1CCCCC1 | -8.4 | · | -4.2 | · | 1.1 | 1.5 | 0.0 | ·
O=C(NC(=S)Nc1cccc2c(O)cccc12)c1ccccc1[N+](=O)[O-] | 0.5 | -4.8 | -3.2 | · | 0.4 | 15.8 | 0.0 | -6.8
OC[C@H]1[C@@H](c2ccc(-c3ccc(F)cc3)cc2)[C@@H]2CN(Cc3cccnc3)CCCCN12 | -2.6 | 16.2 | 7.7 | -0.3 | · | -1.8 | 0.0 | 0.6
Cc1noc(C)c1S(=O)(=O)N(C)C[C@H]1OCCCC[C@H](C)Oc2ccc(N(C)C)cc2C(=O)N([C@H](C)CO)C[C@@H]1C | 13.5 | -7.3 | -1.3 | -0.1 | 13.2 | -16.7 | 0.0 | -2.8
COc1ccc(C(C)(O)c2nc(-c3cnc4ccccc4c3)cs2)cc1 (stereo not given) | -16.3 | -1.7 | 3.8 | 0.5 | 0.1 | -12.2 | 0.1 | 17.2
C[C@H]1CN([C@@H](C)CO)C(=O)c2cc(NC(=O)CCC(F)(F)F)ccc2O[C@H]1CN(C)Cc1ccccc1 | 2.7 | -0.8 | -4.4 | 0.0 | · | 5.8 | 0.3 | 7.1
